# Screens as filed in PubChem BioAssay.
# BoNT-A LC inh2: blocks Botulinum neurotoxin A light chain protease; multiplex microsphere protease substrate cleavage, flow cytometry; inhibition, % at 10 µM; hit rate 0.17% among 360,000; AID 588499; also: plate controls were buffer without enzyme for full effect and enzyme alone for no effect
# BoNT F protease: inhibitors of Botulinum neurotoxin F light chain protease. hit rate 0.22% among 360,000. Multiplex microsphere protease cleavage assay, flow cytometry. inhibition, % at 10 µM. AID 588497; in the data active = inhibition above about 35%, passing the limit was not always enough; inconclusive = no clear call, values can overlap the other calls; also: plate controls were buffer without enzyme for full effect and enzyme alone for no effect
# PfHsp40 rescue: compounds rescuing yeast from Plasmodium falciparum HSP40 toxicity. growth rescue, % at 12.5 µM. AID 504582. S. cerevisiae expressing PfHsp40, growth rescue, ATP luminescence. hit rate 0.68% among 340,000; in the data active = growth rescue above about 28%, passing the limit was not always enough; inconclusive = no clear call, values can overlap the other calls;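 also: yeast W303a lacking pdr1 and pdr3 grown in galactose medium; growth measured after three days at 30 °C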
# FadD28 FP inh: inhibitors of Mycobacterium tuberculosis FadD28 bisubstrate binding. FadD28 bisubstrate probe binding, fluorescence polarization. inhibition, % at 12.5 µM. hit rate 0.22% among 360,000; in the data active = inhibition above about 8.5%, passing the limit was not always enough; inconclusive = no clear call, values can overlap the other calls
# Anthrax LF prot: blocks Bacillus anthracis lethal factor protease | hit rate 0.12% among 360,000 | inhibition, % at 10 µM | multiplex microsphere protease cleavage assay, LF | P15917 | AID 588501; also: plate controls were buffer without enzyme for full effect and enzyme alone for no effect
# Target sequence (P15917 whole entry, looked up): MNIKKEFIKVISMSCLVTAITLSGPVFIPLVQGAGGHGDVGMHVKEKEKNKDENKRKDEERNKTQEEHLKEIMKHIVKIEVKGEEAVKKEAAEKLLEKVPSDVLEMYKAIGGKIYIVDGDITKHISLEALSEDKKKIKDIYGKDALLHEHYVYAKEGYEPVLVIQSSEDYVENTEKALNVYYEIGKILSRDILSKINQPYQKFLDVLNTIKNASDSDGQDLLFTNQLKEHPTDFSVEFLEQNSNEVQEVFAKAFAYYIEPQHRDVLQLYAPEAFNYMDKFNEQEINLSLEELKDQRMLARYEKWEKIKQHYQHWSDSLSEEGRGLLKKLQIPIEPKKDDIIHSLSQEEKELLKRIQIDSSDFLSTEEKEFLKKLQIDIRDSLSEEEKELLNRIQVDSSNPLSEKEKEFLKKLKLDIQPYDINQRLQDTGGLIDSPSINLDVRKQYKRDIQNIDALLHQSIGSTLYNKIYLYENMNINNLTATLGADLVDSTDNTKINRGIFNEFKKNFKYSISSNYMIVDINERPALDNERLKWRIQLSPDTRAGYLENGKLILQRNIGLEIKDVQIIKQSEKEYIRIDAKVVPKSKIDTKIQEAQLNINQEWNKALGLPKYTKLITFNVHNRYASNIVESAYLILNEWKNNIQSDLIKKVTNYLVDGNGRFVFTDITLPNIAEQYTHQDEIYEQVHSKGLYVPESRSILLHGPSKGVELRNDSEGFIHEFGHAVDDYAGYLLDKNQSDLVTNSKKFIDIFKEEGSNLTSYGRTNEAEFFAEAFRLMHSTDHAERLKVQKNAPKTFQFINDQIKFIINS
# Mtb UGM inh: inhibitors of M. tuberculosis UDP-galactopyranose mutase; P9WIQ1; purified UGM, fluorescence polarization probe displacement; inhibition, % at 10 µM; hit rate 0.06% among 320,000; in the data active = inhibition above about 10%, passing the limit was not always enough; inconclusive = no clear call, values can overlap the other calls
# GDH-TPI inh: GDH-TPI coupled enzyme inhibition counter-screen; inhibition, % at 4.8 µM; AID 588335; hit rate 1.2% among 360,000; GDH-TPI coupled enzyme counterscreen, NADH absorbance; in the data active = inhibition above about 30%;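 also: 0% = DMSO wells and 100% = wells lacking the enzyme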
# BioA inh: BioA (M. tuberculosis) enzyme inhibition | hit rate 0.096% among 360,000 | inhibition, % at 9.99 µM | purified M. tuberculosis BioA enzyme, plate reader; in the data active = inhibition above about 40%; inconclusive = no clear call, values can overlap the other calls
# FBA Mtb inh: inhibitors of M. tuberculosis fructose-bisphosphate aldolase; P9WQA3; AID 588726; hit rate 2.3% among 360,000; purified M. tuberculosis FBA, fluorescence read-out; inhibition, % at 1 µM; in the data active = inhibition above about 27%;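 also: 0% = vehicle and 100% = reference inhibitor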
# * marks the source's active call; other numbers are inactive results; ? = inconclusive; . = not tested or not shown; & = joins results of further samples. Rule as the data show it, unless noted: active = inhibition above about 30%; inconclusive = no clear call, values can overlap the other calls; inactive = below that.
SMILES,BoNT-A LC inh2,BoNT F protease,PfHsp40 rescue,FadD28 FP inh,Anthrax LF prot,Mtb UGM inh,GDH-TPI inh,BioA inh,FBA Mtb inh
CC(NC(=O)COC(=O)C1=NN(c2ccccc2)C(=O)CC1)c1ccccc1 (stereo unspecified),0.5,15,-0.4,-0.2,7,.,3,-0.7,-2
CC(C)Oc1ccccc1/C=N/Nc1ccccc1[N+](=O)[O-],-0.7,-16,-1.6,-2.0,-4,0.7,10,.,-8
CCCn1c(N)c(C(=O)CSc2nnc(-c3cccnc3)n2-c2ccc(C)cc2C)c(=O)[nH]c1=O,5.4,27,2.0,-2.4,2,-0.8,6,.,4
COC(=O)C[C@H]1c2cc(F)ccc2S(=O)(=O)N1Cc1ccccc1OC,-0.4,-5,-0.4,-1.6,2,-1.8,5,-0.9,1
Cc1ccc(C)n1NC(=O)c1ccc(Cl)cc1,2.2,-8,-1.2,-0.9,4,1.9,2,-2.7,1
CCc1cc2c(N[C@@H](Cc3ccccc3)C(=O)O)ncnc2s1,1.9,16,-0.4,0.1,-4,-1.6,1,-0.5,0
COCCNC(=O)CN1C(=O)CSc2ccc(S(=O)(=O)N3CCOCC3)cc21,1.3,0,-0.9,-0.9,5,0.8,14,-5.8,4
Cc1ccc(-c2cc(C(F)F)n3ncc(C(=O)NN4CCCCC4)c3n2)cc1,-0.2,1,0.8,-2.8,-2,0.1,-1,.,0
COc1ccc(C(=O)CC(=O)c2ccccc2O)cc1OC,-0.2,-6,0.3,0.3,-1,-1.6,5,.,12
COc1cc(/C=N/NC(=O)c2ccccc2O)ccc1OCC(=O)Nc1ccccc1,-2.4,0,0.7,0.5,-1,1.9,27,0.1,0

# Quoted at random: 5 entries already listed.
SMILES,BoNT-A LC inh2,BoNT F protease,PfHsp40 rescue,FadD28 FP inh,Anthrax LF prot,Mtb UGM inh,GDH-TPI inh,BioA inh,FBA Mtb inh
CCc1cc2c(N[C@@H](Cc3ccccc3)C(=O)O)ncnc2s1,1.9,16,-0.4,0.1,-4,-1.6,1,-0.5,0
Cc1ccc(-c2cc(C(F)F)n3ncc(C(=O)NN4CCCCC4)c3n2)cc1,-0.2,1,0.8,-2.8,-2,0.1,-1,.,0
CC(NC(=O)COC(=O)C1=NN(c2ccccc2)C(=O)CC1)c1ccccc1 (stereo unspecified),0.5,15,-0.4,-0.2,7,.,3,-0.7,-2
CCCn1c(N)c(C(=O)CSc2nnc(-c3cccnc3)n2-c2ccc(C)cc2C)c(=O)[nH]c1=O,5.4,27,2.0,-2.4,2,-0.8,6,.,4
COc1ccc(C(=O)CC(=O)c2ccccc2O)cc1OC,-0.2,-6,0.3,0.3,-1,-1.6,5,.,12

# The list continues:
SMILES,BoNT-A LC inh2,BoNT F protease,PfHsp40 rescue,FadD28 FP inh,Anthrax LF prot,Mtb UGM inh,GDH-TPI inh,BioA inh,FBA Mtb inh
CCC/C(O)=C1\C(=O)CC(c2ccccc2)CC1=NCCc1c(C)[nH]c2ccc(C)cc12 (stereo unspecified),-1.1,-6,0.5,0.4,-1,0.7,7,-0.8,3
CC1CC(C)(C)CC2(C1)NC(=O)N(CC(=O)Nc1ccc3[nH]c(=O)[nH]c3c1)C2=O (stereo unspecified),-5.6,1,0.2,-0.8,-9,-2.4,0,0.4,1
COc1ccc(C)cc1NC(=O)CCC(=O)Nc1nnc(C(F)(F)F)s1,?,3,-1.7,0.8,-2,1.8,9,.,-1
Cc1cccc(C)c1NC(=O)Cn1c(=O)n(CCC(=O)NCc2ccco2)c(=O)c2sccc21,-1.8,-4,-1.1,-3.2,-3,0.5,-8,.,-2
CCCn1c(Sc2nc3c(c(=O)[nH]c(=O)n3C)n2CCC)nc2c1c(=O)[nH]c(=O)n2C,-2.2,-17,1.4,-2.0,0,1.5,-6,0.6,2
O=C(Nc1ccccc1)OCCOc1ccc(Cl)cc1Cl,0.5,-5,0.3,-1.7,-3,.,0,-1.1,-2
CCCC(c1nnnn1Cc1cccs1)N1CCN(C)CC1 (stereo unspecified),-0.9,-4,-0.6,0.2,-13,0.1,1,.,-1
CCc1noc(C)c1C(=O)Nc1nc2ccc(F)cc2s1,2.4,8,0.3,-2.6,-2,-1.8,3,1.5,-4
CCCCn1c(N)c(N(CCOC)C(=O)COC(=O)c2ccccc2OCC)c(=O)[nH]c1=O,0.0,-2,0.8,-0.7,2,1.6,-1,1.8,-1
CN(c1ccc(C(=O)Nc2cccnc2)cc1)S(=O)(=O)c1ccc(Cl)cc1,1.9,10,-0.4,-1.5,0,-1.4,5,19,6
C=CCNC(=S)NNc1nc(Nc2ccccc2)nc(N2CCCCC2)n1,-1.2,-8,.,-4.5,-6,-0.3,7,.,0
Cc1ccc(S(=O)(=O)NCC(=O)N(CC(=O)NCc2ccco2)Cc2ccc3c(c2)OCO3)cc1,0.0,-10,-1.1,-0.8,-3,-1.3,2,-1.2,0
OCCC#Cc1ccc(CN2CCN(Cc3ccsc3)C(CCO)C2)cc1 (stereo unspecified),-2.3,-8,0.8,-1.0,-7,-1.0,-1,-0.1,-2
Cc1cnc(CN(C)C(=O)C2CCC(=O)N(CCc3cccc(F)c3)C2)[nH]1 (stereo unspecified),-1.5,-11,1.4,1.4,1,1.1,4,-0.6,-2
CCCN1CCc2c(sc3nc(SCC)n(-c4ccc(OC)cc4)c(=O)c23)C1,40*,11,2.3,-4.1,29,.,22,2.8,1
O=C(Nc1cccc2nsnc12)c1ccc(F)cc1,5.6,16,0.5,-3.4,5,0.0,1,0.0,3
CN(CC(=O)Nc1ccccc1C(F)(F)F)C(=O)Cc1ccc(S(=O)(=O)N2CCOCC2)s1,0.9,11,-1.3,-3.2,-5,1.2,10,.,-2
CCCc1[nH]n(-c2nc3ccccc3s2)c(=O)c1C=NCCCN(CC)CC,-1.0,-8,1.0,-2.7,-2,1.6,2,.,-1
O=C(NC(c1ccccc1)c1ccccn1)c1cccc([N+](=O)[O-])c1 (stereo unspecified),-1.1,-1,0.9,-1.6,-9,-2.3,-4,.,1
Cc1ccc(-c2nc3ccc(Br)cn3c2Cc2ccsc2)cc1,19,-20,.,1.4,10,.,.,2.8,2
Cc1ccc([N+](=O)[O-])cc1N,-0.4,-2,-1.4,-1.4,-2,-3.4,14,.,1
Cc1ccccc1-n1ncc2c1CC(C)(C)CC2NC(=O)CCC1=NNC(=O)CC1 (stereo unspecified),0.2,-5,1.3,-0.8,-2,-1.1,7,1.3,2
COc1ccc(CNC(=O)c2ccccc2NC(=O)C2=C(C)OCCS2)cc1,-0.1,0,.,-0.7,-8,.,4,0.7,-1
O=c1[nH][nH]c(=O)c2cc([N+](=O)[O-])ccc12,0.3&-0.1,10&0,-0.7&0.6,-0.6&-1.7,1&-2,1.8,13&15,-4.3&-1.6,5&2
CN(CC(=O)Nc1ccc2c(c1)OCCO2)Cc1nc2ccccc2c(=O)[nH]1,-0.3,2,-0.2,-1.8,-8,1.2,5,0.5,2
COc1ccc(S(=O)(=O)N2CN(CCc3ccc(OC)c(OC)c3)c3nc4ccccc4nc32)cc1,0.3,1,0.8,-12,-2,-0.1,-3,.,-2
CCOC(=O)C1=C(C)OC(N)=C(C#N)C12C(=O)Nc1ccc(C)cc12 (stereo unspecified),-0.2,-8,-1.1,-3.5,6,-1.3,-5,-0.7,2
Cc1ccc(C)c(Nc2c([N+](=O)[O-])ccc3nonc23)c1,-2.3,-1,2.6,-2.6,4,-0.2,2,-0.4,-9
O=c1c2c3c(sc2nc2n1CCCCC2)CCCC3,-0.6,-3,-1.3,-0.6,-4,-1.1,-1,-3.8,0
CN(C(=O)CSC1=NC2C(N=N1)c1cc(Br)ccc1N2C)C1CCCCC1 (stereo unspecified),-1.2,-4,-1.1,-2.9,1,0.2,-4,0.6,2
CCc1ccc2c(c1)C1(NN=C(c3ccccc3)S1)C(=O)N2 (stereo unspecified),2.6,-10,11,-3.4,0,1.7,9,.,-1
O=C1CSC(=S)N1CC1CCCO1 (stereo unspecified),4.3,5,-1.9,-1.4,3,-2.6,6,-3.1,-3
COc1cccc(NC(=O)C(c2ccccc2)N2CCN(CC(=O)N3CCOCC3)CC2)c1 (stereo unspecified),-1.5,-24,0.9,-0.2,-7,-0.1,1,-0.3,-2
Cc1ccccc1NC1=NCC(c2ccc([N+](=O)[O-])cc2)S1 (stereo unspecified),-0.2,-11,-1.9,-7.0,-5,-0.5,2,.,-2
COc1ccc(C)c2sc(N(CCCN(C)C)C(=O)c3ccc4c(c3)OCCO4)nc12,1.0,3,-0.3,0.3,-4,-2.1,-2,3.0,-1
O=C(NC1CC2CCC(C1)N2Cc1ccccc1)c1ccccc1Br (stereo unspecified),1.3,?,-1.7,-2.0,-7,2.1,8,-1.1,-1
CCN1C(=O)c2ccccc2S(=O)(=O)c2ccc(C(=O)NCc3cccnc3)cc21,-0.9,-6,-0.1,-0.1,-2,0.5,2,-0.3,0
c1ccc(-c2nc3ccccc3nc2N2CCOCC2)cc1,5.0,-1,1.2,-1.3,1,-2.8,15,3.0,15
Cc1nc2scc(C)n2c(=O)c1S(=O)(=O)Nc1ccc(N2CCOCC2)c(Cl)c1,0.2,2,-1.0,2.3,2,-2.1,15,0.4,9
Cn1c(N)c(C(=O)COC(=O)COc2ccc3ccccc3c2)c(=O)n(C)c1=O,0.0,-1,-1.0,-4.2,-4,0.9,5,.,0
O=C(CCn1c(=S)oc2ccccc21)Nc1ccccc1F,0.9,-4,0.4,-1.5,-4,1.0,-2,-1.7,-3
Cc1nc(C)c(NC(=O)OC(C)C)cc1NC(=O)OC(C)C,-0.9,-3,-1.2,-2.2,0,0.2,7,.,2
CC(=O)NS(=O)(=O)c1ccc(NC(=S)NC(=O)C2CCC2)cc1,1.9,-6,0.3,-5.0,0,.,-8,-1.1,1
CCN(CC)C(=O)[C@H]1C[C@H](CC(=O)NCc2ccc(OC)c(OC)c2)C(=O)N2CCc3c([nH]c4ccc(Cl)cc34)[C@]12C,0.0,0,2.3,-0.5,2,.,-12,1.2,2
COc1cccc2c1CCC1=CC(=O)CCC12C (stereo unspecified),0.7,-6,0.0,-0.2,0,.,11,-1.9,0
CCO[C@@H]1OC(C(N)=O)=C[C@H](c2ccccc2)[C@H]1CCCO,0.3,-4,2.0,-0.1,-1,0.8,-1,-0.4,1
COc1cccc2cc(CC(=O)c3ccccc3)c(=O)oc12,0.1,-6,0.2,-2.0,-8,0.0,-3,10,-2
CCCN(CCC)Cc1cc(=O)oc2cc3c(cc12)CCC3,0.4,3,-0.6,-2.2,-1,1.1,5,.,1
S=C(NC1CCCC1)N1CCN(c2ccccn2)CC1,0.0,-1,0.2,1.2,-2,0.9,6,0.4,6
Nc1ccc(S(N)(=O)=O)cc1N,0.0,-9,-1.3,0.4,-13,5.6,6,4.2,7
# (more compounds)
SMILES,BoNT-A LC inh2,BoNT F protease,PfHsp40 rescue,FadD28 FP inh,Anthrax LF prot,Mtb UGM inh,GDH-TPI inh,BioA inh,FBA Mtb inh
COc1cccc(NC(=O)CN(C)C(=O)Cn2cnc3ccccc3c2=O)c1,3.1,14,-0.7,0.7,-1,-1.3,0,-0.1,4
O=C(c1ccc(=O)[nH]c1)N1CCN(S(=O)(=O)c2ccc3ccccc3c2)CC1,-0.7,-5,-0.3,-2.2,0,3.2,-1,1.5,-2
O=C(OCC#CCSc1nnc(-c2cccc3ccccc23)o1)c1ccc(Cl)cc1,0.2,-3,-1.6,-2.1,-11,-0.2,12,-2.6,8
Cc1ccc2oc(=S)n(C)c2c1,-0.6,2,-0.1,-4.7,2,-0.1,-4,.,-1
CCc1cccc(NC2c3ccccc3C(=O)N2c2cccnc2)c1 (stereo unspecified),-0.6,2,0.7,0.0,17,-3.9,12,3.6,1
COc1ccc(-c2noc(CN3CCOCC3)n2)cc1OC,0.3,-16,0.1,0.3,-1,-1.2,1,-0.1,3
CCOC(=O)C(=CNNc1ccsc1C(=O)OC)C(=O)OCC,0.2,-5,-0.3,-2.8,-9,-1.2,-6,.,-8
Cc1cc(C)c2nc(N3CCC(C(=O)NCc4cccnc4)CC3)sc2c1,-0.1,0,0.0,-4.6,1,0.8,-2,.,-4
CCOC(=O)C1CCN(C(=O)CN(c2ccc(Cl)c(C(F)(F)F)c2)S(C)(=O)=O)CC1,-1.1,-8,2.6,0.7,-11,-1.5,-5,-2.0,-2
